TRPC4 inh – blocks the mouse TRPC4 cation channel | Q9QUQ5 | HEK293 TRPC4beta/mu-opioid, DAMGO-evoked Fluo4 calcium flux; active compounds read low | B-score at 10 µM | 0.39% of 300,000 active;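 active = B-score over 3 SD under the library average, no early fluorescence shift, positive overall ratio signal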
Target sequence (Q9QUQ5 whole entry, looked up): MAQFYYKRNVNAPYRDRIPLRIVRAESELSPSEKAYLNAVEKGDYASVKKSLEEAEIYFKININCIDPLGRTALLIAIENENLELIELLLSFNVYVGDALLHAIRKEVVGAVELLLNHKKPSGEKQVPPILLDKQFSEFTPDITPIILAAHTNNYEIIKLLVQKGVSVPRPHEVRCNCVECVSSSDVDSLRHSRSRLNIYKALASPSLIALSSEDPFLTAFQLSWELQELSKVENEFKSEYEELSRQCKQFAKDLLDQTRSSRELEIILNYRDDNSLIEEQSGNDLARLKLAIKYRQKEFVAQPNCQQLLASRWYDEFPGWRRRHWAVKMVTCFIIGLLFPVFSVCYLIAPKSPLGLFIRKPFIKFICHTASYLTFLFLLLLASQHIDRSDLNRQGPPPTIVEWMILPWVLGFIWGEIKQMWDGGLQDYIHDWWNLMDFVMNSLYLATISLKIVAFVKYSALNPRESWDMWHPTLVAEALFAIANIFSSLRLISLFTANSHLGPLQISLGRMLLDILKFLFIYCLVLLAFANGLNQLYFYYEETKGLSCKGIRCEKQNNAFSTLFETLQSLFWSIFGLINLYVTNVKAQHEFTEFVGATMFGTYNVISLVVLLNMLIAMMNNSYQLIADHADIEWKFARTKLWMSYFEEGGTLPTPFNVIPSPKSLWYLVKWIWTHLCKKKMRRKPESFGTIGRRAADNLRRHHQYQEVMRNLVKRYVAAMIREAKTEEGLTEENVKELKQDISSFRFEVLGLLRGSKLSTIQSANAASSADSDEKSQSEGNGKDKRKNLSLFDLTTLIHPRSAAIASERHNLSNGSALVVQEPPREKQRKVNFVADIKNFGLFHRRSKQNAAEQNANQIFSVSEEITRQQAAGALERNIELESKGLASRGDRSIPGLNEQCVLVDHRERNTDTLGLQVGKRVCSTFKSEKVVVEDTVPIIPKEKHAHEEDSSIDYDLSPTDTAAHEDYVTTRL
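Assay system – HEK293 line stably carrying TRPC4beta and mu-opioid receptor · Doses – single dose · Detection – Fluo4 calcium-dye fluorescence, kinetic read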
MrgX1 antagonist – blocks BAM8-22 activation of human MrgX1 receptor; Q96LB2; MRGX1-HEK293 calcium flux, Fluo-4, BAM8-22 antagonism; active compounds read low; B-score at 10 µM; 1.3% of 310,000 active; AID 588676;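 active = calcium-response B-score plate-corrected more than 3 library SD below zero, starting fluorescence within 5 deviations, no agonist response on first addition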;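 also: peak minus trough fluorescence over baseline after final BAM8-22 challenge near maximal dose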
MrgX1 agonist – activates human MrgX1 receptor signaling. Q96LB2. MrgX1-HEK293 cells, Fluo-4 calcium fluorescence, agonist mode; active compounds read high. B-score at 10 µM. 0.44% of 310,000 active;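 active = calcium response B-score plate-corrected fluorescence ratio at least 3 library SD, with starting fluorescence B-score inside 5 SD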
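Test system: HEK293 cells stably expressing human MrgX1 receptor; Input: fifteen thousand cells per well; Dosing: compound delivered in addition one of three; Schedule: overnight seeding, then 1 h dark dye loading; Technique: Fluo-4 NW calcium fluorescence; Measure: B-scored fluorescence response ratio; Controls: positive and negative controls per plate.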
TRPC6 inhibitor – mouse TRPC6 channel inhibition; Q61143; HEK293-TRPC6, membrane potential dye, ACh-evoked depolarization; active compounds read low; B-score at 10 µM; 1.1% of 310,000 active; AID 2553;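 active = B-score under library mean minus 3 SD, initial fluorescence not abnormally high, positive integrated signal ratio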;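 also: B-score derived from integrated fluorescence ratio over the kinetic read; more negative B-score means stronger inhibition of depolarization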
RGS4 block – human RGS4 inhibition. P49798. HEK293 M3R/RGS4 inducible, Fluo-4 calcium flux; active compounds read high; triggered by carbachol at its EC20. B-score at 10 µM. 0.45% of 310,000 active;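 active = B-score, a plate-corrected calcium signal, over three deviations above library mean, with baseline fluorescence within five deviations of library mean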;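 also: RGS4 expression induced by doxycycline in cells with stable M3 receptor; B-score is computed from the integrated fluorescence ratio over baseline after carbachol; higher B-score means a larger calcium signal and so more RGS4 inhibition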
MrgX1 allo act – human MrgX1 positive allosteric modulation, primary screen. MrgX1-HEK293, Fluo-4 calcium flux, FDSS; active compounds read high. B-score at 10 µM. 0.63% of 310,000 active;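 active = plate-corrected calcium response at least 3 library SD above typical, normal starting fluorescence, not activating the receptor alone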;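 also: compound read alongside a low EC10 to EC30 dose of BAM8-22 agonist; peak minus trough fluorescence over baseline measured at the second addition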
HIF activator – HIF pathway transcriptional activation. U2OS HRE-luciferase reporter, luminescence; normalized: DMSO 0%, desferrioxamine 100%. AID 1910. 0.32% of 300,000 active. activation, % at 7.5 µM (by protocol);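 active = mean activation of at least 10% of the iron chelator positive control signal, with at least half of replicates also reaching 10%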
SKKanGAS inh – blocks kanamycin growth of S. pyogenes SKKanGAS strain. BacTiter-Glo, 6 h. inhibition, % at 7.5 µM. 1.3% of 300,000 active. AID 1662;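 active = mean replicate score, as percent of positive control median, at least 50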;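 also: strain carries kanamycin resistance gene driven by streptokinase promoter and grows in 40 µg/ml kanamycin; loss of luminescence reflects streptokinase promoter inhibition or plain growth inhibition; 0% = median of DMSO wells and 100% = positive control at its reference dose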
Platelet DG rel – platelet dense granule release activity; AID 1663; 0.22% of 300,000 active; inhibition, %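 (compounds screened at 7.5 µM in platelet-rich plasma)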; human platelet-rich plasma, SFLLRN dense granule ATP release, luminescence;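 active = mean replicate score, as percent of positive control, at or above 50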
TRPC6 act – mouse TRPC6 channel activation | Q61143 | HEK293-TRPC6 membrane potential dye fluorescence; active compounds read high | B-score at 10 µM | 0.13% of 310,000 active;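 active = B-score of the integrated fluorescence ratio above library mean plus 3 SD, and starting fluorescence ratio within library mean plus 5 SD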;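 also: higher score means more depolarization so channel activation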
RGS4 pot – potentiators or activators of RGS4 | HEK293 M3R/inducible RGS4, carbachol calcium flux Fluo4; active compounds read low | B-score at 10 µM | 0.92% of 310,000 active | AID 463111;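 active = B-score of the integrated calcium signal more than 4 SD below the library mean, with starting fluorescence not abnormally high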;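 also: negative B-score means reduced calcium response which marks RGS4 activation or potentiation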
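Assay system: Inducible-RGS4 HEK293 cells carrying M3 receptor | Schedule: Compound preincubation 20 min at room temperature before agonist | Signal: Kinetic calcium fluorescence imaging with Fluo4-AM dye, 2 µM | Read-out basis: B score from integrated fluorescence ratio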
* = called active by the depositor; i = inactive; / = no result given. The order is random; overall some 6.1% were active at least once.

SMILES | TRPC4 inh | MrgX1 antagonist | MrgX1 agonist | TRPC6 inhibitor | RGS4 block | MrgX1 allo act | HIF activator | SKKanGAS inh | Platelet DG rel | TRPC6 act | RGS4 pot
Cc1onc(-c2ccccc2Cl)c1C(=O)N1CCC(Cc2ccccc2)CC1 | i | i | i | i | i | i | 0.3 | -1.7 | -6.4 | i | i
S=C(NCCc1ccccc1)Nc1ccc(Cl)cc1 | i | i | i | i | i | i | 2.6 | 5.6 | 9.0 | i | i
CC1(C)CC(=O)C2=C(C1)N=C1SCCC(=O)N1C2c1cccc([N+](=O)[O-])c1 (stereo not drawn) | i | i | i | i | i | i | 1.1 | -11.9 | 6.6 | i | i
Cc1ccc(C2=Nc3ccccc3N(C(=O)c3ccccc3)C(C)C2)cc1 (stereo not drawn) | i | -8.87* | i | i | i | i | 2.5 | -19.2 | -12.1 | i | i
CCOC(=O)CN(C(=O)CSc1nnc(-c2ccncc2)n1CCCN(C)C)c1ccccc1 | i | i | i | i | i | i | -0.2 | -3.2 | 2.7 | i | i
CS(=O)(=O)Nc1ccc(C(=O)NCCSCc2c(F)cccc2Cl)cc1 | i | i | i | i | i | i | 0.1 | -17.0 | 5.0 | i | i
COc1cccc(N/C=C/C(=O)c2ccc(Cl)cc2)c1 | i | i | i | i | i | i | 4.1 | -2.8 | -0.7 | i | i
Cn1nnc(C(O)CNCc2cccs2)n1 (stereo not drawn) | i | i | i | i | i | i | -0.4 | -3.7 | -6.9 | i | i
CCn1c(CNC(=O)c2cccc(C)c2)nnc1SCC(=O)NC1CCCC1 | i | i | i | i | i | i | 1.0 | -3.4 | -1.3 | i | i
O=C(Cn1nc(-c2ccc(F)cc2)ccc1=O)Nc1ccc(C(=O)NC2CC2)cc1 | i | i | i | i | i | i | 0.0 | -1.2 | 14.2 | i | i
CCSC1=NCCN1S(=O)(=O)c1ccc(F)cc1 | i | i | i | i | i | i | -0.3 | 3.0 | 1.0 | i | i
O=C(Nc1ccc(S(=O)(=O)N2CCOCC2)cc1)c1ccc(Cl)cc1Cl | i | i | i | i | i | i | 0.7 | 18.6 | -1.2 | i | i
Cc1c(NS(=O)(=O)c2ccc([N+](=O)[O-])cc2)c(=O)n(-c2ccccc2)n1C | i | i | i | i | i | i | 0.7 | 0.1 | 3.0 | i | i
COc1ccccc1C(=O)Nc1ccc2c(c1)CN(C(=O)CSC)CC2 | i | i | i | i | i | i | 4.8 | 11.1 | 4.6 | i | i
Cc1cccc(N(CC(=O)NC2CC2)S(=O)(=O)c2ccc(Cl)cc2)c1 | i | i | i | i | i | i | -1.0 | -3.8 | -16.2 | i | i
c1cc2c(cc1Oc1nc(N3CCOCC3)nc(N3CCOCC3)n1)OCO2 | i | i | i | i | i | i | -0.4 | -1.0 | 18.2 | i | i
CCOc1cc(OCC)cc(C(=O)NC(=S)Nc2cccc(C(F)(F)F)c2)c1 | i | i | i | i | i | i | 0.3 | 30.3 | -0.9 | i | i
Cc1ccc(C23CC4CC(CC(NC(=O)N5CCN(C)CC5)(C4)C2)C3)cc1 | i | i | i | i | i | i | / | 4.0 | / | i | i
Cc1ccc(OCCN2CCN(c3ncnc4sc(C)c(C)c34)CC2)cc1 | i | i | i | i | i | i | 0.0 | 4.7 | 9.8 | i | i
Cc1cccc(C(=O)NCC(=O)N2CCN(c3ccc(Cl)cc3)CC2)c1 | i | i | i | i | i | i | -0.6 | -10.0 | -2.4 | i | i
O=C(NCC(=O)N1CCN(c2ccccn2)CC1)c1ccc(Br)o1 | i | i | i | i | i | i | 0.8 | 1.4 | 13.2 | i | i
CC(=O)Oc1ccc2c(=O)c(/C=N/c3cc(=O)[nH]c(=S)[nH]3)coc2c1 | i | i | i | i | i | 13.8* | -0.5 | 1.1 | -1.8 | i | i
COc1cccc(C(=O)Nc2cc3c4c(c2)CC(=O)N4CCC3)c1 | i | i | i | i | i | i | 1.3 | -7.0 | -5.4 | i | i
Cc1n[nH]c(C)c1S(=O)(=O)N1CCCC(C(=O)NCc2ccccc2Cl)C1 (stereo not drawn) | i | i | i | i | i | i | -0.2 | -5.8 | -9.4 | i | i
CC(=O)N(CCC(Cc1ccccc1)c1ccc2c(c1)OCO2)Cc1ccc(Cl)cc1 (stereo not drawn) | i | i | i | i | i | i | -33.9 | 64.0* | -5.2 | i | i
COC(=O)C1NN=C(C(=O)c2ccc(Br)cc2)C1c1cccc(Br)c1 (stereo not drawn) | i | i | i | i | i | i | -0.6 | 9.8 | -2.9 | i | i
CCc1cc(=O)oc2cc(C)cc(OC(C)C(=O)NC3CC(C)(C)NC(C)(C)C3)c12 (stereo not drawn) | i | i | i | i | i | i | -0.3 | -1.1 | -12.9 | i | i
Cc1nn(-c2ccccc2)c(N)c1C(O)(C(F)(F)F)C(F)(F)F | i | i | i | i | i | i | 0.6 | 7.6 | -0.8 | i | i
COc1ccccc1NC(=O)CCn1c(=O)c2cccn2c2ccccc21 | i | i | i | i | i | i | 0.2 | 28.7 | 1.1 | i | i
CC(Oc1cc2oc(=O)c3c(c2cc1Cl)CCCC3)C(=O)NCc1cccnc1 (stereo not drawn) | i | i | i | i | i | i | -0.6 | -1.3 | 4.7 | i | i
CC(=O)c1cnc2cc(-c3ccccc3)nn2c1C | i | i | i | i | i | i | 2.5 | 17.5 | 1.5 | i | i
CCCc1nnc(NC(=O)CCS(=O)(=O)Cc2ccccc2)s1 | i | i | i | i | i | i | -0.3 | -1.3 | -3.9 | i | i
COc1ccc(-c2nn(-c3ccccc3)cc2/C=N/Nc2ccc(S(N)(=O)=O)cc2[N+](=O)[O-])cc1OC | i | i | i | i | i | i | -0.2 | 21.5 | 0.7 | i | i
COc1cccc(NC(=O)Cc2nnc(SCC(=O)NC(C)c3ccccc3)n2C)c1 (stereo not drawn) | i | i | i | i | i | i | 0.4 | -3.5 | 9.7 | i | i
Clc1cc(Cl)cc(CN2CCSCC2)c1 | i | i | i | i | i | i | 0.2 | -3.4 | -16.9 | i | i
COc1ccccc1Oc1ccc(N/C=C2/CCCC2=O)cc1 | i | i | i | i | i | i | 0.4 | 7.8 | 0.5 | i | i
Cc1ccc(CCNC(=O)C2CCC(=O)N(Cc3ccccc3F)C2)o1 (stereo not drawn) | i | i | i | i | i | i | 2.1 | 8.9 | 0.6 | i | i
CC(C)(C)C(=O)Nc1c2c(nn1-c1cccc(Cl)c1)CS(=O)(=O)C2 | i | i | i | i | i | i | -0.1 | 6.4 | 13.3 | i | i
COCc1nnc(NC(=O)CCc2ccc(OC)cc2)s1 | i | i | i | i | 5.04* | i | -5.1 | 1.7 | -4.8 | i | i
CCc1ccc(C(=O)OCC(=O)NCC(F)(F)F)cc1 | i | i | i | i | i | i | 0.2 | 1.2 | -3.3 | i | i
CC(=O)OC1CSC2c3ccccc3C(=O)N2Cc2sccc21 (stereo not drawn) | i | i | i | i | i | i | 0.0 | -3.0 | 0.1 | i | i
COc1ccc(C(c2c(C)n(C)n(-c3ccccc3)c2=O)c2c(C)n(C)n(-c3ccccc3)c2=O)cc1 | i | i | i | i | i | i | -0.2 | -2.4 | -3.0 | i | i
CO/N=C/c1c(-c2ccc(Cl)cc2)nc2cc(C)ccn12 | i | i | i | i | i | i | 0.2 | -8.2 | 2.4 | i | i
Cc1cccc2c1cnn2C(=O)CCC(=O)N1CC(C)CC(C)C1 (stereo not drawn) | i | i | i | i | i | i | -0.1 | -1.2 | -11.8 | i | i
COCCCn1c(SCC(=O)N2CCCC(C)C2)nnc1-c1ccco1 (stereo not drawn) | i | i | i | i | i | i | 0.1 | 11.4 | -11.8 | i | i
CCOc1ccc2nc(N=NC3=C(O)CC(C)(C)CC3=O)sc2c1 | i | i | i | i | i | i | 3.4 | 1.6 | -59.6 | i | i
Cc1ccnc(NC(=O)C2CCCN(S(=O)(=O)c3ccc4[nH]c(=O)ccc4c3)C2)c1 (stereo not drawn) | i | i | i | i | i | i | 0.4 | -3.1 | 5.6 | i | i
CCOC(=O)CNC(=O)CCc1nnc2ccc(N3CCC(C)CC3)nn12 | i | i | i | i | i | i | 1.4 | -4.7 | 2.6 | i | i
CCC(C)(C(=O)NC1CCCCC1)N(Cc1cccs1)C(=O)Cc1cccs1 (stereo not drawn) | i | i | i | i | i | i | -0.5 | -16.3 | -4.0 | i | i
CCC(=O)NC(Nc1nc2ccc(C)cc2s1)(C(=O)OC)C(F)(F)F (stereo not drawn) | i | i | i | i | i | i | 0.7 | 11.3 | -2.5 | i | i
FC(F)(F)c1ccccc1NC(=S)N1CCCC1 | i | i | i | i | i | i | / | -0.6 | / | i | i
Nc1cc(C(=O)OCC(=O)NC(c2ccccc2)c2ccccc2)ccc1Cl | i | i | i | i | i | i | 0.6 | -2.5 | 3.1 | i | i
CC(C)(C)C(=O)Nc1ccc(-c2cn3ccsc3n2)cc1 | i | i | i | i | i | i | -18.6 | -1.0 | 10.6 | i | i
CCN(CC)S(=O)(=O)c1ccc(N2CCN(CCO)CC2)nc1 | i | i | i | i | i | i | -0.3 | 0.7 | 0.6 | i | i
O=C(N/N=C\C=C\c1ccco1)c1cc(-c2ccc3ccccc3c2)n[nH]1 | i | i | i | i | i | i | 3.5 | 22.5 | -0.3 | i | i
CSc1cc(-c2ccccc2)n(C)c(=O)c1C#N | i | i | i | i | i | i | 0.0 | -13.8 | -4.5 | i | i
CN(C)S(=O)(=O)c1ccc(N2CCCC2)c(C(=O)Nc2ccc(Br)cc2F)c1 | i | i | i | i | i | i | -0.9 | -8.2 | 12.8 | i | i
COc1cc2cc(CN(CCO)S(=O)(=O)c3ccccc3)c(=O)[nH]c2cc1OC | i | i | i | i | i | i | -0.4 | -2.1 | -4.1 | i | i
COc1cccc(NC(=O)CNCc2ccccc2)c1 | i | i | i | i | i | i | 0.5 | -2.7 | 0.5 | i | i

Whole records, looked up by structure. Order of values: TRPC4 inh, MrgX1 antagonist, MrgX1 agonist, TRPC6 inhibitor, RGS4 block, MrgX1 allo act, HIF activator, SKKanGAS inh, Platelet DG rel, TRPC6 act, RGS4 pot
Listed for CCOC(=O)CNC(=O)CCc1nnc2ccc(N3CCC(C)CC3)nn12 : i, i, i, i, i, i, 1.4, -4.7, 2.6, i, i
Listed for COc1ccc(C(c2c(C)n(C)n(-c3ccccc3)c2=O)c2c(C)n(C)n(-c3ccccc3)c2=O)cc1 : i, i, i, i, i, i, -0.2, -2.4, -3.0, i, i

Bioassay records (PubChem BioAssay)
